# MgcRacGAP inhibition: MgcRacGAP GTPase-activating activity inhibitors, confirmation, biochemical, ADP Hunter fluorescence; Rac GTPase-activating protein 1 (Homo sapiens); 0.6% of 340,000 active; MgcRacGAP-stimulated Rac1 GTP hydrolysis, ADP Hunter fluorescence; higher % means a stronger effect; GST-tagged Rac1 F28L mutant substrate; inhibition, % at 30 µM, or IC50 in µM where a hit was titrated;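 active = first-screen hits whose inhibition reached a set limit at any dose in the follow-up dose series; inconclusive = inhibition above the set first-screen limit but never retested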;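 also: fluorescence reports GDP produced by GAP-driven GTP hydrolysis; strong numbers were not always called active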
# Myeloid diff MLP: induction of myeloid progenitor differentiation, primary screen, cell-based, flow cytometry, MLPCN library; calls only at 10 µM; ER-HoxA9 myeloid progenitors, lysozyme-GFP differentiation; 1% of 360,000 active;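 active = normalized GFP-positive differentiation at or above the plate's own cutoff, the solvent-only control mean plus 3 SD; inconclusive = no clear call, values can overlap the other calls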;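 also: cells exposed to compound for four days before flow analysis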
# LYP inhibition: inhibitors of LYP phosphatase, biochemical, fluorescence intensity, uHTS (AID 1779). Tyrosine-protein phosphatase non-receptor type 22 (Homo sapiens). recombinant LYP phosphatase, fluorescence intensity; higher % means a stronger effect. inhibition, % at 11.5 µM, or IC50 in µM where a hit was titrated. 0.054% of 290,000 active; in the data active = inhibition above about 50%;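 also: plate controls were vehicle with enzyme for no effect and no enzyme for full effect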
# GPR35 arrestin U2OS: GPR35 antagonists blocking zaprinast-driven arrestin recruitment, primary screen, imaging, U2OS, beta-arrestin-GFP, zaprinast agonist (AID 2058) | inhibition, % at 10 µM; hits with a dose series show IC50 in µM | G-protein coupled receptor 35 (Homo sapiens) | 0.052% of 290,000 active | U2OS GPR35 beta-arrestin-GFP translocation imaging, zaprinast antagonism; higher % means a stronger effect;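 active = inhibition of at least 50% with at least 30 cells and total cytoplasm GFP at most 10,000,000; inconclusive = under 30 cells or total GFP of 10,000,000 plus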
# PhoP inhibition: inhibitors of PhoP regulon expression, primary screen, Salmonella Typhimurium, GFP reporter (AID 1863) | S. Typhimurium PhoP-regulated promoter GFP reporter, 4 h; higher % means a stronger effect | inhibition, % at 50 µM; hits with a dose series show IC50 in µM | 0.16% of 300,000 active;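 active = inhibition over 29.93%, a cutoff 3 SD above the screen mean, later confirmed by dose response; inconclusive = inhibition over 29.93% but no dose response follow-up; inactive = inhibition at most 29.93% or unconfirmed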;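 also: 0% = low Mg2+ inducing control and 100% = high Mg2+ repressing control; strong numbers were not always called active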
# SIAH1 antagonists: Siah-1 peptide-binding antagonists, primary screen, biochemical, fluorescence polarization, rhodamine-plectin, uHTS (AID 1817) | Siah-1 / rhodamine-plectin peptide fluorescence polarization; higher % means a stronger effect | one-dose displacement, % at 20 µM; IC50 in µM for titrated hits | 0.02% of 290,000 active;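 active = displacement of at least 50% at 20 µM, with a fluorescence ratio check between 0.3 and a set limit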;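 also: plate controls were Siah plus tracer with DMSO for no effect and tracer alone without Siah for full effect; strong numbers were not always called active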
# GPR55 antagonists: GPR55 antagonists blocking LPI-driven arrestin recruitment, primary screen, imaging, U2OS, beta-arrestin-GFP, LPI agonist (AID 2013); 0.13% of 290,000 active; U2OS GPR55 beta-arrestin-GFP translocation imaging, LPI antagonism; higher % means a stronger effect; G-protein coupled receptor 55 (Homo sapiens); one-dose inhibition, % at 10 µM; IC50 in µM for titrated hits;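 active = spots per cell inhibited over 60%, with over 100 cells counted and total cytoplasm intensity under 500,000; inconclusive = wells with under 100 cells, flagged as likely toxic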;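 also: U2OS cells stably carrying GPR55 and arrestin-GFP stimulated by 5 µM LPI near EC80; imaged beta-arrestin-GFP aggregate spots per cell after agonist stimulation; plate controls were LPI-stimulated DMSO wells for no effect and DMSO wells without LPI for full effect; some results filed as inactive read as strong as hits; confirmed hits need IC50 under 10 µM and bright autofluorescent wells are also inconclusive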
# NTR1 ag: agonists of NTR1, primary screen, imaging, U2OS cells, beta-arrestin-GFP, high content (AID 493036). Neurotensin receptor type 1 (Homo sapiens), P30989. NTR1-U2OS beta-arrestin-GFP spot imaging, agonist mode. activation, % at 20 µM. 0.17% of 330,000 active;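 active = activation at or above 40% of the spot to cytoplasm intensity ratio, with at least 20 cells analyzed; inconclusive = wells under 20 cells, flagged as cytotoxic or low count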;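 also: 0% = DMSO without peptide and 100% = 100 nM NTR1 peptide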
# Target sequence (P30989 whole entry, looked up): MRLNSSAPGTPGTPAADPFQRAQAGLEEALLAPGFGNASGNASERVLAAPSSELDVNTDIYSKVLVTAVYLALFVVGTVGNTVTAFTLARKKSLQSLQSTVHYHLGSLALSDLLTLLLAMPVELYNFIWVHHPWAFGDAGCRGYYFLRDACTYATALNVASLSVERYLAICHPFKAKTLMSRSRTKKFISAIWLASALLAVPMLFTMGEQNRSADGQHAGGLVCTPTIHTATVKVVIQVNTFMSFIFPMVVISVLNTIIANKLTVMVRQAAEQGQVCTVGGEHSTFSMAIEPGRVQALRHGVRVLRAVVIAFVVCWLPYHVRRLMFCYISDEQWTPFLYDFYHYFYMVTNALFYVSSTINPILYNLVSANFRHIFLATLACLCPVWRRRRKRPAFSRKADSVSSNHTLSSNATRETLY
# HIV fusion peptide: inhibitors of HIV fusion peptide binding, primary screen, biochemical, uHTS, fluorescence dequenching (AID 1986); cell-free peptide binding, fluorescence dequenching, 30 min; higher % means a stronger effect; one-dose inhibition, % at 20 µM; IC50 in µM for titrated hits; 0.3% of 290,000 active; in the data active = inhibition mostly above about 52%, no sharp cut-off; inactive = mostly below about 76%; also: some results filed as inactive read as strong as hits
# NTR1 ag cell count 20 µM: recorded beside NTR1 ag, whose call it bears; cell count; measured here: cell count, cytotoxicity flag
# Myeloid diff MLP GFP+ MAC1+ %: further read-out of Myeloid diff MLP, marked with its call; GFP+ MAC1+ double positive, %; measured here: differentiation confirmed by MAC1 staining
# * hit, by the source's call; i = inactive; ? = inconclusive; · = no result given.
SMILES,MgcRacGAP inhibition,Myeloid diff MLP,Myeloid diff MLP GFP+ MAC1+ %,LYP inhibition,GPR35 arrestin U2OS,PhoP inhibition,SIAH1 antagonists,GPR55 antagonists,NTR1 ag,NTR1 ag cell count 20 µM,HIV fusion peptide
O=C(COc1ccccc1)NS(=O)(=O)c1ccccc1,7%,i,3.2,-10%,-6%,2%,-2%,-19%,-0.9,57,-1.5%
COc1ccc(-c2nc3ccc(C(=O)NCCCN4CCOCC4)cc3nc2-c2ccc(OC)cc2)cc1,13%,i,1.1,-4%,-5%,-9%,-4%,10%,5.3,55,1.3%
COc1cc(C(=O)Nc2cccc(S(=O)(=O)N3CCCC3)c2)c([N+](=O)[O-])cc1OC,5%,i,0.7,·,·,1%,·,·,-0.6,76,·
O=C(CN1C(=O)CCC1=O)Nc1nc(-c2cccs2)cs1,3%,i,0.9,-7%,0%,5%,0%,10%,-1.3,44,0.5%
CC1/C(=C\c2ccc(Cl)cc2)C(=O)C2CC1C2(C)C (centres undefined),11%,i,1.1,1%,11%,0%,-2%,2%,3.7,51,-0.8%
CC(C)Cn1c(=O)c2ccccc2n2c(CCC(=O)NCC3CCCO3)nnc12 (centres undefined),7%,i,5.0,-16%,4%,2%,0%,16%,-0.9,57,-2.7%
CCOc1cc(C(=O)Nc2cccc(OCC(=O)N3CCOCC3)c2)cc(OCC)c1OCC,-2%,i,2.8,-9%,-11%,1%,-1%,-15%,0.0,43,3.0%
COc1ccc(CN2CCCC(C(=O)c3ccc(SC)cc3)C2)cc1Cn1cccn1 (centres undefined),13%,i,0.8,2%,-5%,6%,2%,11%,2.2,61,-1.1%
C/C(Cl)=C\Cn1c(O)c(N=O)c2ccccc21,1%,i,0.3,-9%,7%,0%,3%,-16%,1.9,55,0.3%
COc1ccc(-c2nc3ccccc3o2)cc1OC,12%,i,0.6,-11%,2%,5%,-2%,-3%,1.6,60,0.4%
COC(=O)c1ccc(CSc2nc3ccccc3c(=O)n2CC(C)C)o1,4%,i,0.5,2%,12%,-2%,1%,18%,2.0,65,-0.6%
COc1ccccc1NC(=O)c1ccc(NC(=O)CSc2nncn2C)cc1,11%,i,0.3,1%,-13%,27%,0%,6%,0.8,96,2.3%
Cc1occc1C(=O)NC(C)c1ccc2c(c1)OCO2 (centres undefined),4%,i,6.3,-2%,-4%,-9%,2%,4%,-0.5,61,-0.1%
Cc1cccc(C(C)C)c1NC(=O)CN1C(=O)NC2(CCc3ccccc32)C1=O (centres undefined),1%,i,2.0,·,·,5%,·,·,-0.2,75,·
Cc1occc1C(=O)Nc1ccccc1C#N,2%,?,·,-10%,-8%,3%,-3%,-5%,-0.5,76,1.2%
CCOC(=O)N1CCN(Cc2nc3cc([N+](=O)[O-])ccc3n2CC)CC1,15%,i,0.3,-7%,-5%,1%,1%,-4%,-0.3,108,-1.6%
CC1(C)Cc2ccccc2C(c2cc3ccccc3oc2=O)=N1,11%,i,1.0,2%,10%,4%,-2%,-4%,-1.0,35,-0.3%
CC1(c2nnc(-c3cccc(Cl)c3)o2)CC(c2ccccc2F)=NO1 (centres undefined),5%,i,1.3,·,·,7%,·,·,-2.1,93,·
Cc1nn(-c2ccccc2)c2c1cc1c(=O)n(C)c(=O)nc-1n2-c1ccccc1F,·,i,0.9,-27%,13%,1%,0%,1%,1.6,46,0.2%
COc1cc(-c2nnc(COC(=O)c3cc(C)nc4ccc(C)cc34)o2)cc(OC)c1OC,-1%,i,0.7,-3%,-7%,-16%,1%,-5%,3.6,43,1.0%
Cc1ccc(-c2ccc(=O)n(Cc3cccc(Br)c3)n2)cc1,-2%,i,0.6,0%,7%,-3%,2%,0%,11,106,-0.6%
Cc1cccc(C)c1NC(=O)CN(C)C(C)C(=O)Nc1ccccc1-c1ccccc1 (centres undefined),7%,i,0.7,-4%,-4%,-5%,-1%,5%,-0.5,39,0.0%
O=C(/C=C/c1ccc(Cl)cc1Cl)Nc1ccc(CN2CCOCC2)cc1,3%,i,0.3,4%,-8%,-13%,1%,-4%,1.6,69,0.6%
COCCN(C(=O)CNC(=O)c1ccco1)C(C(=O)NC1CCCC1)c1ccc(F)cc1 (centres undefined),4%,i,1.7,-10%,-5%,-5%,2%,-4%,0.7,60,1.0%
CC(=O)c1ccc(N(C(=O)CNC(=O)c2cccs2)C(C(=O)NCC2CCCO2)c2ccccc2)cc1 (centres undefined),8%,i,1.7,-10%,-5%,0%,-2%,5%,-1.1,40,-0.1%
CC(C)[C@H](NS(=O)(=O)c1ccccc1)C(=O)OCC(=O)Nc1ccc2c(c1)OCO2,3%,i,0.7,-5%,-5%,4%,1%,10%,2.1,53,-0.9%
CCC1CCCCN1Cc1nc2c(c(=O)n(C)c(=O)n2C)n1Cc1cccc2ccccc12 (centres undefined),·,i,10,0%,8%,·,7%,-5%,34,70,-1.5%
O=C(c1c(F)cccc1F)N(Cc1ccccc1)Cc1ccccc1,0%,i,0.6,0%,11%,1%,0%,-5%,-0.2,35,0.1%
O=C(C1CCC1)N1CCN(c2ccnc3cc(Cl)ccc23)CC1,11%,i,0.4,-5%,1%,1%,-2%,1%,1.1,45,-1.9%
Cn1nc(-c2ccccc2)cc1NS(=O)(=O)c1ccc(C#N)cc1,-11%,i,0.2,-8%,2%,6%,9%,2%,0.1,45,-1.0%
Cc1c(C(=O)NCc2ccco2)sc2nc(-c3ccccc3)cn12,13%,i,1.8,-3%,7%,3%,2%,-19%,-4.4,59,-2.2%
CC(C)(C)SCCNC(=O)CN1C(=O)c2cccc3cccc1c23,11%,i,0.3,-7%,-5%,4%,0%,12%,0.4,54,1.2%
COc1ccc(NC(=O)CCCN2C(=O)C(c3ccccc3)Oc3cccnc32)cc1 (centres undefined),-9%,i,0.0,2%,12%,-5%,-1%,16%,3.7,57,-2.0%
Cc1ccc(CN2CC(C(=O)O)CC2=O)cc1 (centres undefined),4%,i,0.6,-5%,-4%,-10%,1%,10%,-0.5,98,1.0%
COc1ccc(/C(O)=C2/C(=O)C(=O)N(CCCN3CCOCC3)C2c2ccc(N(C)C)cc2)cc1 (centres undefined),10%,i,0.2,-5%,4%,-3%,1%,-1%,0.7,47,0.7%
CC(=O)Nc1ccc(OC(F)(F)C(F)F)c(NC(C)=O)c1,2%,i,1.5,1%,5%,7%,-2%,2%,2.1,35,1.8%
Cn1c2ccccc2c(=O)c2c(=O)n(Cc3ccccc3)c(-c3ccc(F)cc3)nc21,1%,i,0.4,-11%,6%,-3%,0%,21%,1.8,56,3.7%
c1ccc(Cn2c(-c3ccccc3)nc3nc4ccccc4nc32)cc1,7%,i,0.5,-3%,-6%,-20%,6%,20%,1.6,50,-1.3%
CNC(=S)N1N=C(c2ccc(C)cc2)CC1c1ccc(N(C)C)cc1 (centres undefined),3%,i,0.8,16%,-12%,-9%,1%,1%,3.3,62,6.3%
CCCC1(CCC)C(=O)NC(=NCCc2ccc(OC)c(OC)c2)NC1=O,10%,i,0.4,-4%,8%,13%,0%,-17%,0.8,82,-0.6%
COc1ccc(Cl)cc1NC(=O)c1cc(-c2ccccc2O)n[nH]1,1%,i,0.3,-1%,1%,4%,5%,7%,15,40,-4.3%
CC(/C=C/c1cccs1)=C\C(=O)O,6%,i,0.9,-4%,1%,-11%,-4%,-10%,·,·,1.4%
O=C(N/N=C/c1c(O)ccc2ccccc12)c1cccnc1,9%,?,·,-4%,-17%,11%,-7%,0%,1.2,85,6.8%
Cc1cc2cc(CN3C(=O)c4ccccc4C3=O)ccc2[nH]1,8%,i,0.5,11%,6%,-2%,-3%,-5%,-2.0,67,3.7%
COc1cc(/C=N/NC(=O)CCc2n[nH]c(=O)[nH]c2=O)cc(OC)c1OC,6%,i,0.4,-4%,-1%,-2%,-4%,-5%,2.1,38,-0.1%

# Arranged by the number under HIV fusion peptide (high to low): 4 of the compounds above
structure | MgcRacGAP inhibition | Myeloid diff MLP GFP+ MAC1+ % | LYP inhibition | GPR35 arrestin U2OS | PhoP inhibition | SIAH1 antagonists | HIV fusion peptide
Cc1cc2cc(CN3C(=O)c4ccccc4C3=O)ccc2[nH]1 | 8% | 0.5 | 11% | 6% | -2% | -3% | 3.7%
CC(=O)Nc1ccc(OC(F)(F)C(F)F)c(NC(C)=O)c1 | 2% | 1.5 | 1% | 5% | 7% | -2% | 1.8%
CC(/C=C/c1cccs1)=C\C(=O)O | 6% | 0.9 | -4% | 1% | -11% | -4% | 1.4%
Cc1c(C(=O)NCc2ccco2)sc2nc(-c3ccccc3)cn12 | 13% | 1.8 | -3% | 7% | 3% | 2% | -2.2%

# Additional results follow:
SMILES,MgcRacGAP inhibition,Myeloid diff MLP,Myeloid diff MLP GFP+ MAC1+ %,LYP inhibition,GPR35 arrestin U2OS,PhoP inhibition,SIAH1 antagonists,GPR55 antagonists,NTR1 ag,NTR1 ag cell count 20 µM,HIV fusion peptide
Cc1ccc(NS(=O)(=O)c2ccc3c(c2)C(=O)c2ccccc2C3=O)c(C)c1,7%,i,0.4,6%,-12%,-4%,-3%,-1%,·,·,1.5%
O=C(Nc1cc(C(F)(F)F)ccc1F)C1CCCC1,2%,i,0.4,-2%,-12%,1%,-9%,-12%,1.0,52,0.5%
COc1ccccc1OCCSc1nc2ccccc2c(=O)[nH]1,3%,i,5.9,-3%,-4%,1%,3%,-3%,3.6,54,0.4%
O=S(=O)(c1ccccc1)c1nc(-c2ccc(F)cc2)oc1N1CCOCC1,8%,i,0.7,-5%,8%,8%,2%,-1%,-0.6,68,0.1%
Cc1cc(C(=O)NNC(=O)c2ccc(S(=O)(=O)N(C)C)cc2)c(C)o1,5%,i,0.8,-12%,-2%,-9%,8%,8%,-0.6,45,-1.5%
